Source: PubChem
PG9 binder: small molecules binding HIV-1 gp120 antibody PG9. TR-FRET gp120-PG9 antibody binding. inhibition, % at 6.7 µM. hit rate 0.43% among 360,000; in the data active = inhibition above about 8.5%
TDP2 absorb: TDP2 (human) inhibition, absorbance primary screen. inhibition, % at 12.8 µM. recombinant TDP2, T5PNP hydrolysis, p-nitrophenol absorbance 415 nm. O95551. hit rate 0.34% among 370,000. AID 720702;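 active = inhibition above the mean of all tested compounds plus 3 SD, set per campaign, cut at about 25% in these data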;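 note: 0% = DMSO with enzyme and 100% = buffer with substrate but no TDP2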
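Evaluation: % inhibition relative to enzyme-containing and enzyme-free wells. Material: recombinant human TDP2. Benchmarks: enzyme-free and DMSO wells. Timing: enzyme reaction with compound for 2 h at 37 °C. Compound dosing: 12.8 µM only. Measured by: p-Nitrophenol epi absorbance. Reagent: T5PNP substrate at 5 mM, a TopII-DNA adduct mimic. Replication: single well per compound.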
HTRA1 inh: HTRA1 (human) protease inhibition | Q92743 | recombinant HTRA1, FP-rhodamine activity-based probe, fluorescence polarization | inhibition, % at 5.96 µM | hit rate 0.5% among 340,000 | AID 504803; in the data active = inhibition above about 36%;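 note: 0% = enzyme with DMSO and 100% = wells lacking enzyme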
TCR CD3 inh: blocks the human TCR-CD3 interaction. TAMRA-labeled TCR probe fluorescence, biochemical. inhibition, % at 9.4 µM. hit rate 0.37% among 360,000; in the data active = inhibition above about 19%;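 note: recombinant mutant TCR 2C K166C tagged with TAMRA read by polarization; 0% = receptor in buffer alone and 100% = receptor with positive control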
LEDGF integ inh: blocks HIV-1 LEDGF/p75-dependent DNA integration. TR-FRET IN-LEDGF/p75 DNA integration, Eu/Cy5. inhibition, % at 3.7 µM. hit rate 0.64% among 370,000. AID 743269;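 active = inhibition above the screen-wide mean plus 3 SD, cut at about 13% in these data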;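 note: signal is the Cy5 over europium emission ratio at 671 and 618 nm; 0% = plate median of compound wells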
DDE Tn7 FP inh: inhibitors of Tn7 peptide binding to human fibrin DD(E); P02675; FP displacement of FITC-Tn7 peptide from fibrin DD(E); 0% = median of compound wells per plate; inhibition, % at 8.3 µM; hit rate 0.13% among 370,000;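 active = inhibition above the mean of compounds falling within the control limits plus 3 SD of them, cut at about 14% in these data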;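 note: 0% = plate median of compound wells and 100% = 10 µM Aha-Tn7 peptide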
Target sequence (P02675 whole entry, looked up): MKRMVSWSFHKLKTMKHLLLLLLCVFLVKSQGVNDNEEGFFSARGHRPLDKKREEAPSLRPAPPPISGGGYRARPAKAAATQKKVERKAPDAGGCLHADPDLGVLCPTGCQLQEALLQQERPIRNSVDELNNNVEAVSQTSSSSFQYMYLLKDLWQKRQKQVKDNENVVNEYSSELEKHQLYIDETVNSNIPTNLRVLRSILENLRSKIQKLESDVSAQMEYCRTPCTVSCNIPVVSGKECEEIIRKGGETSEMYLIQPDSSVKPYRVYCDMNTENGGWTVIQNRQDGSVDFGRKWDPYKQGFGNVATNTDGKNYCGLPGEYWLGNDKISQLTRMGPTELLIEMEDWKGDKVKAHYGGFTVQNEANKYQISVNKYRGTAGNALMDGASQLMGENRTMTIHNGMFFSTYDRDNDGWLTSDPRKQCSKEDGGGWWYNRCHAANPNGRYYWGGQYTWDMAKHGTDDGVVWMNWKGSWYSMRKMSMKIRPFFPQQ
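Test system – human fibrin DD(E) · Times – 10 min preincubation, 3 h with tracer, room temperature · Detection – fluorescence polarization of the labelled Tn7 tracer · Measure – percent inhibition normalized to high-control wells · Benchmarks – high control wells with 10 µM unlabelled Aha-Tn7 peptide (full inhibition) · Repeats – singlicate testing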
UHRF1 MBD2 ctr: UHRF1 methyl-DNA binding inhibition; AID 687016; Q96T88; UHRF1 binding to methylated oligo, TR-FRET; hit rate 0.75% among 370,000; inhibition, % at 4.4 µM; in the data active = inhibition above about 21%;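 note: UHRF1 SRA domain binding a hemimethylated CpG hairpin DNA probe; 0% = median of test compound wells and 100% = reference inhibitor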
SIAE primary: blocks human sialic acid acetylesterase | Q9HAT2 | AID 1053197 | inhibition, % at 9.66 µM | SIAE FP-Rh probe binding, fluorescence polarization | hit rate 0.69% among 370,000;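 active = inhibition above a cutoff: mean of compounds within the control limits plus 3 SD of those, cut at about 17% in these data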;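 note: 0% = plate median of compound wells and 100% = probe without SIAE protein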
Target sequence (Q9HAT2 whole entry, looked up): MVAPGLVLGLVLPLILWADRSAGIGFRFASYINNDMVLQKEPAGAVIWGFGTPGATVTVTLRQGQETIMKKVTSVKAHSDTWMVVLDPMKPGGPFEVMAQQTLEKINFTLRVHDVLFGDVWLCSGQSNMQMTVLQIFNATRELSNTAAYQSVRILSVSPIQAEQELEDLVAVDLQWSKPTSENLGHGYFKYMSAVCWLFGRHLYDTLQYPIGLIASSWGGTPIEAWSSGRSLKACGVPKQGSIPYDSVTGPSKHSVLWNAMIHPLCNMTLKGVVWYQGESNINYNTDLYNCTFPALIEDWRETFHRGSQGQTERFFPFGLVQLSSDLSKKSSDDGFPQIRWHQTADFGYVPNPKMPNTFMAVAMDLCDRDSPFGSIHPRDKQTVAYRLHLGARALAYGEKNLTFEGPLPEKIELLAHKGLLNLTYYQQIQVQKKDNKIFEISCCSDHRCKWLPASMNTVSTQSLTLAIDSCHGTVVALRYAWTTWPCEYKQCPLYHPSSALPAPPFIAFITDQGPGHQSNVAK
PRMT1 inh: blocks human protein arginine methyltransferase 1; recombinant PRMT1, activity-based probe fluorescence polarization; inhibition, % at 2.79 µM; hit rate 1.3% among 370,000; AID 652257;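 active = inhibition above about 21% made by adding two undisclosed values, limit read from the data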
ABHD4 inh: inhibitors of mouse ABHD4; inhibition, % at 8.92 µM; AID 720543; hit rate 0.54% among 370,000; purified mABHD4, FP-Rh probe fluorescence polarization;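 active = inhibition exceeding the mean over every tested compound plus 3 SD, cut at about 30% in these data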;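 note: 0% = plate median of compound wells and 100% = S159A mutant with DMSO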
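Assay system: mABHD4 protein; medium: HEPES pH 7.0, NaCl, Pluronic buffer; dosing: 8.92 µM, single dose; schedule: 45 min + 60 min at 25 °C; signal: FP readout, ex 525 nm / em 598 nm; read-out: normalized percent inhibition of probe labeling; repeats: single replicate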
An asterisk follows results filed as active.

`COC(=O)[C@]12C[C@H](CC(=O)NCCc3ccccc3OC)C(=O)N(Cc3ccc(Cl)cc3Cl)C1=C[C@H](COCc1ccccc1)O[C@@H]2C` gave TDP2 absorb -1, LEDGF integ inh -1, DDE Tn7 FP inh 2, UHRF1 MBD2 ctr 1, SIAE primary -2, PRMT1 inh -1 and ABHD4 inh -7.
For N#Cc1cccc(S(=O)(=O)NCC(=O)OCC(=O)c2ccc[nH]2)c1 the results were PG9 binder -0.2, TDP2 absorb 4, HTRA1 inh -4, TCR CD3 inh 1, LEDGF integ inh 2, DDE Tn7 FP inh -6, UHRF1 MBD2 ctr -1, SIAE primary -4, PRMT1 inh 0 and ABHD4 inh 2.
Screening CC(=O)c1ccc(N2CCN(C(=O)c3ccc(Cn4c(=S)[nH]c5ccc(N6CCOCC6)cc5c4=O)cc3)CC2)cc1 returned PG9 binder 0.7, TDP2 absorb -7, HTRA1 inh 5, TCR CD3 inh 5, LEDGF integ inh 0, DDE Tn7 FP inh -6, UHRF1 MBD2 ctr 1, SIAE primary 5, PRMT1 inh -4 and ABHD4 inh -4.
Screening Cc1ccc(S(=O)(=O)N2CCCCC2)cc1NC(=O)c1ccc2ccccc2n1 returned PG9 binder -2.4, TDP2 absorb -15, HTRA1 inh 1, TCR CD3 inh 2, LEDGF integ inh -2, DDE Tn7 FP inh 2, UHRF1 MBD2 ctr 3, SIAE primary -4, PRMT1 inh -2 and ABHD4 inh -3.
For Cc1nnsc1C(=O)NNC(=O)Nc1ccccc1 the results were PG9 binder -1.7, TDP2 absorb -8, HTRA1 inh -5, TCR CD3 inh 3, LEDGF integ inh 6, DDE Tn7 FP inh 6, UHRF1 MBD2 ctr 0, SIAE primary 0, PRMT1 inh -2 and ABHD4 inh -2.
COc1ccc(C2=C3C(=O)OCC3Cc3ncn(Cc4ccccc4)c32)cc1 (centres undefined) was read as PG9 binder -0.3, TDP2 absorb -1, HTRA1 inh -2, TCR CD3 inh -7, LEDGF integ inh -1, DDE Tn7 FP inh 0, UHRF1 MBD2 ctr 3, SIAE primary -5, PRMT1 inh 1 and ABHD4 inh 8.
`COc1ccc(OCC(=O)NNC(=S)NC(=O)C2CCCCC2)cc1` gave PG9 binder 0.2, TDP2 absorb 5, HTRA1 inh 8, TCR CD3 inh 12, LEDGF integ inh 0, DDE Tn7 FP inh 7, UHRF1 MBD2 ctr -3, SIAE primary 4, PRMT1 inh 6 and ABHD4 inh 3.
`Cc1cc(N2CCCCC2)n2nc(C)c(-c3ccccc3)c2n1` gave PG9 binder -0.1, TDP2 absorb -4, HTRA1 inh -1, TCR CD3 inh -4, LEDGF integ inh -5, DDE Tn7 FP inh -3, UHRF1 MBD2 ctr 3, SIAE primary 1, PRMT1 inh 0 and ABHD4 inh 16.
Screening COc1cc(CC(NC(C)=O)C(=O)NC2CCN(c3c(Cc4ccccc4)c(C)nc4ncnn34)CC2)cc(OC)c1 (centres undefined) returned PG9 binder -1.1, TDP2 absorb -11, HTRA1 inh -4, TCR CD3 inh -5, LEDGF integ inh 3, DDE Tn7 FP inh -1, UHRF1 MBD2 ctr 5, SIAE primary -2, PRMT1 inh 3 and ABHD4 inh -6.
For Cc1ccccc1C(=O)Nc1sc2c(c1C(=O)O)CCC2 the results were PG9 binder -2.8, TDP2 absorb -4, HTRA1 inh -5, TCR CD3 inh 0, LEDGF integ inh -2, DDE Tn7 FP inh 3, UHRF1 MBD2 ctr 2, SIAE primary -4, PRMT1 inh 4 and ABHD4 inh -5.
Screening O=S1(=O)N[C@H](Cc2ccccc2)COc2cccc(N3CCSCC3)c21 returned PG9 binder 0.9, TDP2 absorb 2, TCR CD3 inh -7, LEDGF integ inh -4, DDE Tn7 FP inh 0, UHRF1 MBD2 ctr 1, SIAE primary -5, PRMT1 inh 5 and ABHD4 inh 4.
Cc1nc2cc(C(F)(F)F)ccc2n1C1CCN(CC(=O)NC(C)(C)C)CC1 was read as PG9 binder -1.2, TDP2 absorb 8, HTRA1 inh 3, TCR CD3 inh 1, LEDGF integ inh 0, DDE Tn7 FP inh -4, UHRF1 MBD2 ctr -1, SIAE primary -2, PRMT1 inh -1 and ABHD4 inh 5.
CC[C@@H]1[C@H]2CCCC(=O)N3CC[C@@H](C[C@H]1O)[C@@H]23 was read as PG9 binder -0.9, TDP2 absorb -4, HTRA1 inh 1, TCR CD3 inh 7, LEDGF integ inh -1, DDE Tn7 FP inh 13, UHRF1 MBD2 ctr -2, SIAE primary -3, PRMT1 inh 0 and ABHD4 inh -5.
For O=C(NC(=S)NCc1ccccc1)c1ccccc1F the results were PG9 binder -0.6, TDP2 absorb -5, HTRA1 inh -14, TCR CD3 inh -3, LEDGF integ inh -6, DDE Tn7 FP inh -6, UHRF1 MBD2 ctr 2, SIAE primary -12, PRMT1 inh 4 and ABHD4 inh -7.
CCOC(=O)c1cc(OC)c2cccc(CN3CCCC(C)(C(=O)NCCOC)C3)c2c1 (centres undefined) was read as PG9 binder 1.9, TDP2 absorb -12, TCR CD3 inh 2, LEDGF integ inh 1, DDE Tn7 FP inh -4, UHRF1 MBD2 ctr 1, SIAE primary 2, PRMT1 inh 2 and ABHD4 inh 1.

Structural class: the compounds so far containing an NH in an aromatic ring (two)
For N#Cc1cccc(S(=O)(=O)NCC(=O)OCC(=O)c2ccc[nH]2)c1 the results were PG9 binder -0.2, TDP2 absorb 4, HTRA1 inh -4, TCR CD3 inh 1, LEDGF integ inh 2, DDE Tn7 FP inh -6, UHRF1 MBD2 ctr -1, SIAE primary -4, PRMT1 inh 0 and ABHD4 inh 2.
Screening CC(=O)c1ccc(N2CCN(C(=O)c3ccc(Cn4c(=S)[nH]c5ccc(N6CCOCC6)cc5c4=O)cc3)CC2)cc1 returned PG9 binder 0.7, TDP2 absorb -7, HTRA1 inh 5, TCR CD3 inh 5, LEDGF integ inh 0, DDE Tn7 FP inh -6, UHRF1 MBD2 ctr 1, SIAE primary 5, PRMT1 inh -4 and ABHD4 inh -4.

The list continues:
O=C(Oc1ccc2c3c(c(=O)oc2c1)CCCC3)c1ccco1 was read as PG9 binder -1.9, TDP2 absorb -17, HTRA1 inh -5, TCR CD3 inh 8, LEDGF integ inh 2, DDE Tn7 FP inh -3, UHRF1 MBD2 ctr 0, SIAE primary -10, PRMT1 inh -4 and ABHD4 inh -12.
For Cc1cccc(OCCC(=O)Nc2ccc(S(=O)(=O)N3CCCC3)cc2)c1 the results were PG9 binder -0.6, TDP2 absorb 0, HTRA1 inh -19, TCR CD3 inh 6, LEDGF integ inh 2, DDE Tn7 FP inh -2, UHRF1 MBD2 ctr 4, SIAE primary -8, PRMT1 inh -1 and ABHD4 inh -10.
For N/C(=N\O)c1ccc(N2CCN(c3ncccc3C(F)(F)F)CC2)nc1 the results were PG9 binder -1.6, TDP2 absorb 6, HTRA1 inh 0, TCR CD3 inh 3, LEDGF integ inh -1, DDE Tn7 FP inh 0, UHRF1 MBD2 ctr 7, SIAE primary 2, PRMT1 inh -2 and ABHD4 inh -2.
Screening O=C(OCC(=O)N1CCCC1=O)c1cc(Cl)ccc1O returned PG9 binder -0.9, TDP2 absorb 5, HTRA1 inh -3, TCR CD3 inh -14, LEDGF integ inh -3, DDE Tn7 FP inh -3, UHRF1 MBD2 ctr 2, SIAE primary 4, PRMT1 inh 2 and ABHD4 inh 3.
`Cc1ccc(NC(=O)c2ccc3ccccc3n2)cc1S(=O)(=O)N(C)C` gave PG9 binder 1.9, TDP2 absorb 4, HTRA1 inh 2, TCR CD3 inh 5, LEDGF integ inh 7, DDE Tn7 FP inh -4, UHRF1 MBD2 ctr -1, SIAE primary -5, PRMT1 inh -2 and ABHD4 inh 4.
Screening C/C(CCc1ccc2c(c1)OCO2)=N\NC(=S)NC(C)C returned PG9 binder -0.8, TDP2 absorb -2, HTRA1 inh -1, TCR CD3 inh -12, LEDGF integ inh -2, DDE Tn7 FP inh 12, UHRF1 MBD2 ctr 0, SIAE primary 7, PRMT1 inh 2 and ABHD4 inh 1.
Screening Cc1ccc(N(CCC#N)C(=O)CSc2nc3ccccc3c(=O)[nH]2)cc1 returned PG9 binder -0.5, TDP2 absorb -18, HTRA1 inh 4, TCR CD3 inh -8, LEDGF integ inh 3, DDE Tn7 FP inh -5, UHRF1 MBD2 ctr 6, SIAE primary -10, PRMT1 inh -2 and ABHD4 inh -11.
For CN(CCCOC(=O)c1cc2ccccc2o1)C1CN(Cc2cn(Cc3ccc([N+](=O)[O-])cc3)nn2)S(=O)(=O)C1 (centres undefined) the results were TDP2 absorb -1, LEDGF integ inh 6, DDE Tn7 FP inh -5, UHRF1 MBD2 ctr 3, SIAE primary -3, PRMT1 inh -1 and ABHD4 inh -1.
`COc1ccccc1C(=O)N1CCN(Cc2ccc3c(c2)OCO3)CC1` gave PG9 binder -0.7, TDP2 absorb 3, HTRA1 inh 2, TCR CD3 inh 6, LEDGF integ inh 0, DDE Tn7 FP inh -6, UHRF1 MBD2 ctr -1, SIAE primary -3, PRMT1 inh 1 and ABHD4 inh -2.
`COC(=O)c1ccc(C2c3[nH]c4ccccc4c3C[C@H]3C(=O)N(C)CC(=O)N23)cc1` (some centres undefined) gave PG9 binder -1.6, TDP2 absorb -12, HTRA1 inh -9, TCR CD3 inh 6, LEDGF integ inh 7, DDE Tn7 FP inh -11, UHRF1 MBD2 ctr 14, SIAE primary 0, PRMT1 inh 0 and ABHD4 inh 1.
Screening COc1ccc(NC(=O)C(NS(=O)(=O)c2cccs2)C(C)C)cc1Cl (centres undefined) returned PG9 binder -1.1, TDP2 absorb 7, HTRA1 inh 4, TCR CD3 inh 4, LEDGF integ inh 0, DDE Tn7 FP inh 6, UHRF1 MBD2 ctr -2, SIAE primary 4, PRMT1 inh -2 and ABHD4 inh -8.
Screening COC(=O)[C@@]12CCCCC=C1N(CCc1ccc(Cl)cc1)C(=O)[C@H]2CC(=O)NCC1CCCCC1 returned TDP2 absorb 8, LEDGF integ inh 7, DDE Tn7 FP inh -5, UHRF1 MBD2 ctr 0, SIAE primary -4, PRMT1 inh -9 and ABHD4 inh -3.
Screening O=[N+]([O-])c1cccc(C2=NC(c3ccccc3)CO2)c1 (centres undefined) returned PG9 binder -0.7, TDP2 absorb 2, HTRA1 inh -8, TCR CD3 inh 4, LEDGF integ inh -1, DDE Tn7 FP inh 0, UHRF1 MBD2 ctr -1, SIAE primary 3, PRMT1 inh 1 and ABHD4 inh -2.
`O=C(NCCN1CCOCC1)c1ccc(/C=C2\Sc3ccccc3N(Cc3ccccc3F)C2=O)cc1` gave PG9 binder -1.3, TDP2 absorb 9, HTRA1 inh -14, TCR CD3 inh 3, LEDGF integ inh 4, DDE Tn7 FP inh -2, UHRF1 MBD2 ctr 1, SIAE primary -7, PRMT1 inh 1 and ABHD4 inh -4.
`CC1CCN(c2c3c(nc4ncnn24)CCCC3)CC1` gave TDP2 absorb 7, LEDGF integ inh 3, DDE Tn7 FP inh -4, UHRF1 MBD2 ctr -2, SIAE primary -8, PRMT1 inh 2 and ABHD4 inh 1.
